Screens from PubChem.
BLM helicase inh: blocks DNA unwinding by human BLM helicase | P54132 | recombinant BLM DNA unwinding, fluorescence dequenching | Potency, µM (series often up to 56.1 µM), for inactives: at the top dose activity change, negative = inhibition, usual class: inhibitors | 0.2% of 350,000 active;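 further: potency means the concentration at half of the fitted maximal effect; plate controls were vehicle for no effect and no enzyme for full effect; nearly all actives have a fitted effect of over 35% in size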
ALOX12 inh: blocks human arachidonate 12S-lipoxygenase; AID 1671190; 1.1% of 580,000 active; P18054; purified 12hLO, xylenol orange hydroperoxide absorbance; Potency, µM (series often up to 108 µM), without a hit: top-dose activity change, negative = inhibition, most hits filed as inhibitors; further: potency means the concentration at half of the fitted maximal effect; on the % scale 0 is the no-effect control and ±100 the full control effect
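Purified human 12hLO (150 nM final) in 25 mM Hepes, 0.01% Triton X-100, pH 7.0 was preincubated 15 min at room temperature with compound. Then 40 uM arachidonic acid was added, 30 min. Hydroperoxide was read by Fe-XO absorbance ratio 573/405 nm.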
APEX1 inh: inhibitors of human APE1 endonuclease; P27695; recombinant APE1, TAMRA/BHQ-2 abasic DNA cleavage fluorescence; Potency, µM (highest dose often 65.8 µM), for inactives: top-dose activity change, negative = inhibition, usual class: inhibitors; 0.35% of 350,000 active; AID 2517;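 further: potency means the concentration at half of the fitted maximal effect; plate controls were vehicle for no effect and reference inhibitor for full effect; nearly all actives have a fitted effect of over 55% in size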
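Endonuclease cleavage of a quenched abasic-site DNA duplex (50 nM) by APE1 (0.75 nM) was tracked by TAMRA dequenching. Compounds were preincubated with enzyme 15 min at room temperature; data normalized to buffer-only and DMSO wells plus NSC13755 control.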
POLK inh: blocks human DNA polymerase kappa activity; purified Pol kappa, fluorescent DNA synthesis assay, 10 min; Potency, µM (titrated, usually from 107 µM), inactives show at the top dose activity, negative = inhibition, hits mostly inhibitors; 0.53% of 400,000 active; further: potency means the concentration at half of the fitted maximal effect; on the % scale 0 is the no-effect control and ±100 the full control effect
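Here, compound and 10 nM enzyme are combined for 15 min at room temperature; adding 50 nM substrate (final) starts DNA synthesis, tracked by fluorescence at 0 and 10 min against buffer-only wells.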
Pol beta inh: inhibitors of human DNA polymerase beta | P06746 | Pol beta primer extension/strand displacement, fluorescence kinetic | Potency, µM (highest dose often 114 µM), for inactives: top-dose activity change, negative = inhibition, actives largely listed as inhibitors | 1.3% of 340,000 active | AID 485314; further: potency means the concentration at half of the fitted maximal effect; on the % scale 0 is the no-effect control and ±100 the full control effect
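Curves were derived by four-parameter Hill fits of normalized qHTS data. The kinetic fluorescent primer-extension read was taken at 0 and 10 min after 50 nM substrate, following a 15 min room-temperature preincubation of 10 nM enzyme with compounds.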
Anesthetic bind: candidate novel general anesthetic via apoferritin binding. P02791. apoferritin/1-aminoanthracene competitive binding, fluorescence. Potency, µM (titrated, usually from 77.5 µM), without a hit: at the top dose activity change, negative = displacement, hits mostly inhibitors. 0.074% of 350,000 active. AID 485281; further: potency means the concentration at half of the fitted maximal effect; on the % scale 0 is the no-effect control and ±100 the full control effect; nearly all actives have a fitted effect of over 20% in size
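Apoferritin-based anesthetic binding model; compound displacement of fluorescent 1-AMA measured as endpoint fluorescence after 10 minutes at room temperature, scaled to free-ligand and complex controls.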
TRHR agonist: activates the human TRH receptor | P34981 | activation, % at 2 µM | TRHR cells, calcium flux fluo-8, FDSS agonist mode | AID 493084 | 0.18% of 360,000 active; in the data active means activation above about 30%; further: 0% is about no effect
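Fluo-8-loaded TRHR cells; 10 s baseline, compound added, kinetic Ca2+ fluorescence read 1/s, agonist mode.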
Pol iota inh: DNA polymerase iota (human) inhibition. Q9UNA4. Pol iota fluorescent replication assay, 10 min. Potency, µM (doses to about 115 µM), for inactives: at the top dose activity, negative = inhibition, usual class: inhibitors. 1% of 390,000 active; further: potency means the concentration at half of the fitted maximal effect
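Fluorescent replication assay read twice, at 0 min and 10 min after adding 50 nM (final) substrate. Enzyme (10 nM) and compounds were first incubated 15 min at room temperature; enzyme-free buffer wells were negative controls.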
ERG-DNA inh: ERG Ets/DNA interaction inhibition | fluorescence polarization, His-ERG Ets domain / labelled DNA | Potency, µM (doses to about 76.9 µM), for the others: top-dose FP activity, negative = inhibition, hits mostly inhibitors | P11308 | 0.028% of 370,000 active; active means well fitted inhibition curve with a large enough effect in the polarisation, with a control signal flat; inconclusive means small, poorly fitted or top-dose-only effect, or effect the other way, or a change in a side signal; inactive means no such curve, though single readings can be large or run the other way; the % refers to the polarisation;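 further: polarization taken with two DNA probes labelled with fluorescein and Texas red; potency means the concentration at half of the fitted maximal effect; % of control where 0% means no effect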
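His-tagged ERG Ets domain (1 uM in the protein solution; 300mM KCl, 50mM Tris-HCl, 1mM EDTA, 1mM DTT, pH 7.5) received compound, then a probe mix of 5 nM fluorescein-DNA and 100nM Texas-615-DNA. Fluorescence polarization was read for both dyes.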
An asterisk follows results filed as active; i = inactive; ? = inconclusive; . = no result given; [ ] = dose if it differs, or a comment. Unless noted, the call rests on the fitted dose curve; in most records, active means well fitted curve in the direction sought with a large enough effect; inconclusive means small, poorly fitted or top-dose-only effect, or another doubt; inactive means no such curve, though single readings can be large; an effect the other way counts as inactive or inconclusive. This is a subset; the hit share may differ from the screen's.

1	CCCCNC1=CC(=O)C(NCCCC)=CC1=O
2	COc1cccc(/C=C2/SC(=S)N(CC(=O)NC3C=CS(=O)(=O)C3)C2=O)c1 (centres undefined)
3	CCOC(=O)N1CCN(S(=O)(=O)c2ccc(-n3cnnn3)cc2)CC1
4	CCOc1cc2c3c(c1)C(C)=CC(C)(C)N3C(=O)C2=O
5	O=C(c1ccc(NS(=O)(=O)c2ccc3[nH]c(=O)[nH]c3c2)cc1)N1CCCC(C(F)(F)F)C1 (centres undefined)
6	CCN1CCN(c2nc3c(c(=O)[nH]c(=O)n3C)n2Cc2ccccc2F)CC1
7	CCOC(=O)COc1ccc(C2C(C(=O)OC)=C(C)NC3=C2C(=O)c2ccccc23)cc1Cl (centres undefined)
8	CCSc1ccccc1C(=O)Nc1ccc([N+](=O)[O-])cc1OC

Screen / compound no.,1,2,3,4,5,6,7,8
BLM helicase inh,.,-7%,-1%,-10%,.,-7%,-5%,-5%
ALOX12 inh,4%,4%,13%,-15%,16%,-1%,-8%,40µM*
APEX1 inh,.,37%,10%,13%,19%,57%[activator],.,?
POLK inh,-2%,9%,-5%,7%,-1%,-11%,3%,-12%
Pol beta inh,.,?,0%,0%,.,2%,?,1%
Anesthetic bind,.,-19%,10%,-9%,.,-11%,17%,?
TRHR agonist,.,-0.4,0.4,-1.1,0.4,-0.9,-1.2,0.2
Pol iota inh,32µM*,11%,19%,28%,24%,10%,11%,6%
ERG-DNA inh,4%,31%[activator],6%,-7%,-8%,-6%,9%,-20%

Some of the entries so far, in markdown.
| no. | smiles | BLM helicase inh | ALOX12 inh | APEX1 inh | POLK inh | Pol beta inh | Anesthetic bind | TRHR agonist | Pol iota inh | ERG-DNA inh |
| --- | --- | --- | --- | --- | --- | --- | --- | --- | --- | --- |
| 6 | CCN1CCN(c2nc3c(c(=O)[nH]c(=O)n3C)n2Cc2ccccc2F)CC1 | -7% | -1% | 57%[activator] | -11% | 2% | -11% | -0.9 | 10% | -6% |
| 7 | CCOC(=O)COc1ccc(C2C(C(=O)OC)=C(C)NC3=C2C(=O)c2ccccc23)cc1Cl (centres undefined) | -5% | -8% | . | 3% | ? | 17% | -1.2 | 11% | 9% |

Next records.
9	COc1ccccc1CN(C)C(C)C(=O)Nc1cccc(C(C)=O)c1 (centres undefined)
10	O=C(Nc1ccn(Cc2ccccc2F)n1)c1ccc(COc2ccc(Cl)cc2Cl)o1
11	Cc1ccc(S(=O)(=O)N2CCC(C(=O)Nc3nnc(-c4ccco4)s3)CC2)cc1
12	Cc1ccc(C)c(S(=O)(=O)N2CCCC2CNC(=O)C(=O)NCCN2CCOCC2)c1 (centres undefined)
13	CCOC(=O)C1CCN(c2nc3c(S(=O)(=O)c4ccc(Br)cc4)nnn3c3ccsc23)CC1
14	Cc1cc(C)cc(N2C(=O)C3C4C=CC(C4)C3C2=O)c1 (centres undefined)
15	CCCCNC(=O)NS(=O)(=O)c1ccc(CO)cc1
16	O=C(c1cc2nc(-c3ccco3)cc(C(F)(F)F)n2n1)N1CCN(c2ccccc2)CC1

Screen / compound no.,9,10,11,12,13,14,15,16
BLM helicase inh,-1%,-6%,-6%,.,-3%,-1%,3%,-13%
ALOX12 inh,-2%,40%,6%[57.4 µM],-21%,0%,i,.,-12%
APEX1 inh,1%,-8%,1%,10%,.,-2%,-1%,3%
POLK inh,0%,-5%,-11%,-3%,1%,-4%,11%[60.1 µM],-3%
Pol beta inh,30%,18%,7%,.,4%,-1%,.,-12%
Anesthetic bind,-11%,11%,-21%,.,-1%,?,12%,-18%
TRHR agonist,-0.1,2.3,-0.1,0.1,0.6,-0.2,.,0.0
Pol iota inh,130%[activator],17%,?,6%,15%,16%,.,47%[activator]
ERG-DNA inh,-7%,-4%,1%,-5%,0%,5%,.,.

17	N#Cc1ccsc1NC(=O)COC(=O)C1=NNC(=O)CC1
18	Nc1c(C(=O)N2CCOCC2)oc2ccccc12
19	Cc1cccc(NC(=O)c2ccc(N(Cc3ccccc3)S(C)(=O)=O)cc2)c1
20	Clc1ccc(OCCCCN2CCc3ccccc3C2)cc1
21	CC1Cc2ccccc2N1C(=O)CCn1cccn1 (centres undefined)
22	O=[N+]([O-])c1cc(-c2nnc(-c3ccccc3)o2)ccc1Oc1ccc(Cl)cc1
23	COc1ccc(-c2nc3ncccn3c2Nc2ccc3c(c2)OCCO3)cc1
24	COc1ccc(-c2nc(CN3CCC(C(=O)NCc4ccccc4)CC3)c(C)o2)cc1OC

Screen / compound no.,17,18,19,20,21,22,23,24
BLM helicase inh,.,-3%,-8%,1%,-4%,-2%,-2%,2%
ALOX12 inh,i,0%,-29%,-21%,-2%,-13%,0%[57.4 µM],0%
APEX1 inh,-15%,3%,.,13%,63%[activator],2%,22%,.
POLK inh,?,-9%,-24%,-7%,-17%,-6%,-4%,-2%
Pol beta inh,.,4%,-11%,36%,13%,34%,6%,0%
Anesthetic bind,.,-4%,7%,-6%,-17%,4%,-13%,7%
TRHR agonist,0.5,-0.4,0.1,0.2,-0.9,-0.8,0.2,-0.1
Pol iota inh,14µM*,-3%,-5%,11%,5%,13%,?,27%
ERG-DNA inh,27%,10%,-12%,-17%,6%,14%,-1%,-1%

Copied from above, compounds 17–20
17	N#Cc1ccsc1NC(=O)COC(=O)C1=NNC(=O)CC1
18	Nc1c(C(=O)N2CCOCC2)oc2ccccc12
19	Cc1cccc(NC(=O)c2ccc(N(Cc3ccccc3)S(C)(=O)=O)cc2)c1
20	Clc1ccc(OCCCCN2CCc3ccccc3C2)cc1

Screen / compound no.,17,18,19,20
BLM helicase inh,.,-3%,-8%,1%
ALOX12 inh,i,0%,-29%,-21%
APEX1 inh,-15%,3%,.,13%
POLK inh,?,-9%,-24%,-7%
Pol beta inh,.,4%,-11%,36%
Anesthetic bind,.,-4%,7%,-6%
TRHR agonist,0.5,-0.4,0.1,0.2
Pol iota inh,14µM*,-3%,-5%,11%
ERG-DNA inh,27%,10%,-12%,-17%

Next section:
25	OCc1ncccc1O
26	Cc1ccc(S(=O)(=O)/N=C2\CN(C)C(=O)N2C)cc1
27	O=C(NCCOc1ccccc1)C(=O)NCC1CCCO1 (centres undefined)
28	CCc1nn(CC(=O)NCc2ccccc2Cl)c(=O)c2cc3ccccc3n12
29	O=C(Cn1nc(-c2ccccc2)c2ccccc2c1=O)Nc1ccc(F)cc1
30	Cc1ccc(NC(=O)CCC(=O)OCc2ccc(Br)cc2)cc1
31	COc1ccc(-c2[nH]ncc2CNCc2cc(C)n(C)n2)c(F)c1
32	CCOC(=O)c1cc(CC)sc1NC(=O)CC1SC(N)=NC1=O (centres undefined)

Screen / compound no.,25,26,27,28,29,30,31,32
BLM helicase inh,4%,0%,-1%,-10%,-9%,-2%,-2%,-3%
ALOX12 inh,-13%,-20%,7%,-8%,?,-1%,15%,-9%
APEX1 inh,-9%,6%,7%,.,5%,-3%,-4%,0%
POLK inh,2%,0%,-4%,5%,-13%,-9%,-2%,-8%
Pol beta inh,23%,26%,25%,0%,15%,14%,?,0%
Anesthetic bind,32%[activator],-9%,-9%,-5%,-2%,-7%,1%,-12%
TRHR agonist,-1.4,0.8,0.4,0.0,0.7,-0.2,0.1,0.0
Pol iota inh,1%,-1%,25%,28%,50%[activator],155%[activator],2%,44%[activator]
ERG-DNA inh,4%,6%,5%,1%,-3%,-11%,9%,-1%

33	COc1ccc(NC(=O)NCc2ccc(Cl)cc2)cc1
34	CC(c1ccccc1)n1cc(C(=O)NCc2cccnc2)nn1 (centres undefined)
35	CCC1C(=O)NCCN1C(=O)c1cccc(OC2CCN(S(=O)(=O)N(C)C)CC2)c1 (centres undefined)
36	Cn1cnnc1SCC(=O)NNC(=O)c1ccc([N+](=O)[O-])cc1
37	Cc1cc(-c2nn(-c3ccccc3F)cc2CN2CCN(c3ccncc3)CC2)c(C)s1
38	CNC(=O)COc1ccc(S(=O)(=O)Nc2ccc(C)cc2)cc1
39	Cc1ccccc1C(=O)NNC(=O)Nc1ccccc1
40	CC[C@]12c3[nH]c4ccccc4c3CCN1C(=O)C(CC(=O)NC/C=C(\C)CCC=C(C)C)C[C@@H]2C(=O)N1CCN(C(=O)c2ccco2)CC1 (some centres undefined)

Screen / compound no.,33,34,35,36,37,38,39,40
BLM helicase inh,-2%,-1%,-2%,.,0%,-1%,-3%,.
ALOX12 inh,5%,-19%,9%,-2%,-30%,22%,0%,?
APEX1 inh,28%,1%,-1%,4%,-6%,-2%,4%,1%
POLK inh,-6%,-6%,-13%,0%,-17%,7%,.,-19%
Pol beta inh,-19%,2%,-1%,.,17%,13%,9%,.
Anesthetic bind,-9%,-16%,1%,.,-19%,-4%,-2%,.
TRHR agonist,-0.9,0.4,0.3,.,-0.5,-0.3,0.2,.
Pol iota inh,-10%,-8%,35%[activator],-7%,12%,10%,.,18%
ERG-DNA inh,3%,6%,6%,-16%,-5%,0%,.,-18%

41	COc1ccc(CCN2C(=O)c3oc4cc(C)cc(C)c4c(=O)c3C2c2ccc(F)cc2)cc1OC (centres undefined)
42	CC(=O)Nc1nonc1NC(=O)CSc1ccccn1
43	CCCCN(CCCC)c1ncnc2c1cnn2-c1cccc(C)c1
44	Cc1ccc(S(=O)(=O)NCCc2ccccc2)cc1
45	Cc1cc(C)c2[nH]c(=O)c(CN(CC3CCCO3)C(=S)NCc3ccco3)cc2c1 (centres undefined)

Screen / compound no.,41,42,43,44,45
BLM helicase inh,-8%,3%,-2%,-1%,-2%
ALOX12 inh,?,-7%,-19%,43%[activator],-24%
APEX1 inh,.,-2%,.,4%,-8%
POLK inh,-8%,2%,-8%[60.1 µM],-6%,-6%
Pol beta inh,6%,12%,-8%,3%,24%
Anesthetic bind,-1%,-5%,46%[activator],?,5%
TRHR agonist,1.4,0.0,0.2,-0.4,-0.3
Pol iota inh,-2%,2%,5%,19%,118%[activator]
ERG-DNA inh,2%,1%,-4%,-15%,24%
